# Source: PubChem (National Center for Advancing Translational Sciences (NCATS))
# KB-3-1 tox: kills parental KB-3-1 adenocarcinoma cells; KB-3-1 viability, CellTiter-Glo ATP luminescence, 72 h; Potency, µM (doses to about 46.1 µM), for inactives: top-dose activity change, negative = cytotoxic, most hits filed as cytotoxic; 400,000 tested, 1.4% active; AID 1347075; further: potency means the concentration at half of the fitted maximal effect; on the % scale 0 is the no-effect control and ±100 the full control effect; nearly all actives have a fitted effect of over 60% in size
#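 Multi-concentration cytotoxicity screen in KB-3-1 cells grown in DMEM lacking phenol red with 10% FBS. After 72 h at 37 °C with compound, ATP-dependent luminescence was recorded.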
# SW480 rereplic: DNA re-replication induction in SW480 cells; SW480 DNA re-replication, Hoechst DNA content imaging, 48 h; Potency, µM (series often up to 46.1 µM), for inactives: at the top dose re-replication activation, most hits filed as activators; 340,000 tested, 1.8% active; AID 624297; further: potency means the concentration at half of the fitted maximal effect; % of control where 0% means no effect; nearly all actives have a fitted effect of over 55% in size
#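 Quantitative HTS format with DMSO vehicle controls; 48 hr drug incubation at 37 C, then 40 min Hoechst staining and scanning imager measurement at 405 nm excitation.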
# D3 ag: agonists of human D3 dopamine receptor; P35462; max activation, %; AID 652048; 410,000 tested, 0.58% active; D3R DiscoveRx beta-arrestin cells, luminescence, 90 min; in the data active means max activation above about 30%; further: 0% is about no effect; mostly tested at two doses, the higher about 12 µM
# Target sequence (P35462 whole entry, looked up): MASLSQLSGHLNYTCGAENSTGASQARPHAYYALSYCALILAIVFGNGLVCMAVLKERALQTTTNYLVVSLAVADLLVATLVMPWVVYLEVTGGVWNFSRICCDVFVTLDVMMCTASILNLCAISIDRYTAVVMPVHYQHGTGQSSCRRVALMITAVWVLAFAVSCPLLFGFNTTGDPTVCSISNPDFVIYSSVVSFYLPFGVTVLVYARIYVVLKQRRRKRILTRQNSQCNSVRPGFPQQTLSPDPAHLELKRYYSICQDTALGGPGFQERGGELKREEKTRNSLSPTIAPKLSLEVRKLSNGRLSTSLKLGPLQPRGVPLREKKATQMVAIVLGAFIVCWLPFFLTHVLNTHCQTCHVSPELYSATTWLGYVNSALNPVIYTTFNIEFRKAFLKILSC
#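 Cells at 1500/well, incubated overnight, then treated with pinned compounds (dopamine as control) for 90 min at 37 degrees C. DiscoveRx reagent added for 30 - 60 minutes at room temperature; luminescence read.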
# HT1080 IDH1KD tx: kills HT-1080 cells with IDH1 knockdown | HT-1080 IDH1 knockdown viability, ATP luminescence, 48 h | Potency, µM (doses to about 46.1 µM), for the others: at the top dose activity, negative = toxicity, hits mostly cytotoxic | 360,000 tested, 2% active | AID 686971;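 further: potency means the concentration at half of the fitted maximal effect; 0% = DMSO wells and -100% = cell-free medium wells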
#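 Cytotoxicity counter-line: IDH1KD HT-1080, 48 h, CellTiter-Glo. Curves classed by r2, magnitude and activity.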
# KB-V1 cytotox: KB-V1 MDR subline cytotoxicity; KB-V1 MDR cells viability, CellTiter-Glo, 72 h; Potency, µM (top dose mostly 46.1 µM), for inactives: top-dose activity change, negative = cytotoxicity, actives largely listed as cytotoxic; 400,000 tested, 3.4% active; further: potency means the concentration at half of the fitted maximal effect; on the % scale 0 is the no-effect control and ±100 the full control effect; nearly all actives have a fitted effect of over 60% in size
#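 KB-V1, DMEM (no phenol red) + 10% FBS; cpd pin-transferred, titration series; 72 h, 37 degrees C; CellTiter-Glo, luminescence. Data normalized, curve-fit.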
# HT1080NT lethal: kills 2HG-producing HT-1080-NT fibrosarcoma cells; HT-1080-NT fibrosarcoma viability, CellTiter-Glo ATP luminescence, 48 h; Potency, µM (doses to about 46.1 µM), for the others: top-dose activity, negative = less viability, most hits filed as cytotoxic; 360,000 tested, 1.6% active; AID 686970;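 further: NT is the 2HG producing partner of a matched IDH1 knockdown line; potency means the concentration at half of the fitted maximal effect; 0% = DMSO-treated cells and -100% = media-only wells without cells; nearly all actives have a fitted effect of over 55% in size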
#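 HT-1080-NT fibrosarcoma cells (2HG-overproducing), 750 cells/well in RPMI with 5% FBS, dosed after 2 h and incubated 48 h at 37C. CellTiter-Glo luminescence normalized to DMSO and no-cell wells; concentration-response curves fitted and classed.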
# IL-1B inflam inh: inflammasome signaling inhibition, IL-1 beta readout; THP-1 LPS/ATP IL-1B secretion, AlphaLISA, 16 h; hits give low values; activity change, % at 57.5 µM; 360,000 tested, 4.7% active; in the data active means activity change below about -50%; inconclusive means mostly about -30% to -49%; further: on the % scale 0 is the no-effect control and ±100 the full control effect
#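 Secreted IL-1B measured by AlphaLISA bead assay after 16 h compound exposure of THP-1 cells; compounds (final up to 57.5 uM) added 1 h before LPS (250 ng/mL) and ATP (1.25 mM) stimulation; lower signal means less secretion.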
# MCF10A rereplic: induces DNA re-replication in MCF 10a normal breast cells. MCF 10A DNA re-replication, Hoechst nuclear intensity, 48 h. 350,000 tested, 2.9% active. Potency, µM (series often up to 46.1 µM), for inactives: top-dose activity, positive = re-replication, actives largely listed as activators; further: potency means the concentration at half of the fitted maximal effect; % of control where 0% means no effect; nearly all actives have a fitted effect of over 50% in size
# HEK293 tox: cytotoxicity in counter-screen for GLP-1R inverse agonists; HEK293 cAMP-luciferase reporter cells, luminescence, 24 h; AID 624418; Potency, µM (series often up to 38.3 µM), for the others: at the highest dose activity change, negative = inhibition, most hits filed as inhibitors; 410,000 tested, 0.13% active;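 further: loss of luciferase light is scored as toxicity; potency means the concentration at half of the fitted maximal effect; on the % scale 0 is the no-effect control and ±100 the full control effect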
#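 Cells in DMEM/10% Nu serum/1% pen-strep, 1536-well format. Pre-incubated 12 h, dosed with 23 nL compound, incubated a further 24 h. Luciferase detection, 12 min at room temp, luminescence.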
# * = called active by the depositor; u = inconclusive; x = not tested or not shown; & = joins results of further samples; [ ] = another dose, or the depositor's remark. Unless noted, the call rests on the fitted dose curve; in most records, active means well fitted curve in the direction sought with a large enough effect; inconclusive means small, poorly fitted or top-dose-only effect, or another doubt; inactive means no such curve, though single readings can be large; an effect the other way counts as inactive or inconclusive. Compounds were not picked by outcome. Share with any hit: about 11%.
SMILES,KB-3-1 tox,SW480 rereplic,D3 ag,HT1080 IDH1KD tx,KB-V1 cytotox,HT1080NT lethal,IL-1B inflam inh,MCF10A rereplic,HEK293 tox
COc1ccc(OCC(=O)Nc2ccc3c(c2)nc(CN2CCN(C(C)=O)CC2)n3C)cc1,2%,-5%,1,7%,23%,11%,43,-6%,6%
COc1ccc(NC(=O)C2(C)Cc3c(-c4ccc(C(N)=O)cc4)ccnc3O2)cn1 (configuration not stated),u,x,-14,u,-14%,-21%,-21,x,5%
COc1ccccc1CN1CC(C(=O)NCCc2ccc(Cl)cc2)CC1=O (configuration not stated),7%,-3%,-10,-6%,-20%,-1%,-12,0%,0%
Cc1ccc2nc(-c3cccnc3)c(Nc3ccc(C(C)C)cc3)n2c1,8%,x,1,x,0%,x,x,x,6%
Cc1ccc(S(=O)(=O)NNC(=O)Nc2ccc(Cl)cc2)cc1,-5%,2%,-3,-2%,-1%,1%,-15,12%,1%
COc1cccc(NC(=O)CN(C)S(=O)(=O)c2ccc3[nH]c(=O)oc3c2)c1,-14%,3%,1,-5%,-4%,23%,-2,-2%,-1%
Cc1ccccc1-c1nc(CS(=O)(=O)CC(=O)NCCCc2ccccc2)c(C)o1,-10%,x,-7,x,0%,x,x,x,-3%
CCOc1ccccc1NC(=O)c1c(C)cc(C)nc1SCC(=O)c1cccc(OC)c1,-24%,x,2,x,u,x,x,x,39%
COc1ccc(OC)c(C(=O)NC(CC(N)=O)c2ccc(NCCN3CCCC3)c([N+](=O)[O-])c2)c1 (configuration not stated),3%,-3%,1,11%,u,8%,19,-1%,-31%
Nc1cccnc1S(=O)(=O)c1ccccc1,-6%,-1%,-6,8%,u,24%,16,5%,3%
CN(Cc1ccccc1)C(=S)Nc1ccc2nc3n(c(=O)c2c1)CCCCC3,1%,6%,-1,-2%,-2%,3%,13,u,-6%
COC(=O)c1ccc(/C=C/C(=O)OCC(=O)Nc2ncc(Cl)cc2Cl)cc1,-9%,-13%,-11,1%,28%,0%,15,-8%,4%
OC[C@@H]1CN(Cc2ccccc2)C[C@H](n2cnc3c(NC4CC4)ncnc32)O1,0%,x,3,21%,0%,13%,-10,x,2%
Cc1ccc(O)c(C(=O)CC(=O)c2ccccc2Cl)c1,u,5%,2,12µM*,7.3µM*,u,0,u,-4%
COc1ccc(N(CC(=O)NC2CC3CCC2C3)S(=O)(=O)c2ccc(C)cc2)cc1Cl (configuration not stated),0%,x,-3,-19%,u,-1%,-13,x,-9%
CCOC(=O)C1=C(C)N=c2s/c(=C\C(=O)OC)c(=O)n2C1c1ccc(OC)cc1 (configuration not stated),2%,0%,-5,4%,18%,5%,10,u,-3%
COC(=O)C(C)(C)c1cccnc1C#N,21%,-1%,15,5%,-3%,6%,129,15%,2%
Cc1cccc(CNc2ncnc3ccc(-c4ccoc4)cc23)c1,-28%,8%,x,x,-17%,x,x,2.6µM*,x
COc1ccc(-n2c(SCC(=O)N3CCOCC3)nc(O)c(Cc3ccccc3)c2=O)cc1,13%,10%,1,20%,0%,8%,0,u,-10%
CC(C)[C@H](NC(=O)N1CCn2c1nc1ccccc12)C(=O)N1CCCCC1,13%,1%,0,-3%,-1%,-2%,11,-27%,u
O=[N+]([O-])c1ccc(Nc2ccccc2)nc1,13%,-31%[inhibitor],-5,1%,18%,8%,-12,1%,u
CCOC(=O)C1(Cc2ccccc2C(F)(F)F)CCN(C2CCCC2)CC1,-14%,10%,-27,-6%,-2%,-12%,-10,u,u
O=C(Nc1nc2c(s1)CCc1ccccc1-2)c1ccco1,-1%,-12%,0,3%,-7%,10%,-20,9%,-3%
CCCCCn1nc(C)c(/C=N\NC(=O)c2cc(C)oc2C)c1C,-5%,2%,-11,-13%,u,u,32,0%,-11%
CC1CCN(S(=O)(=O)c2cc(C(=O)NCCc3ccccc3)n(C)c2)CC1,-9%,x,-4,x,-23%,x,x,x,3%

# (list continues)
SMILES,KB-3-1 tox,SW480 rereplic,D3 ag,HT1080 IDH1KD tx,KB-V1 cytotox,HT1080NT lethal,IL-1B inflam inh,MCF10A rereplic,HEK293 tox
COc1cc(-c2nnc(NC(=O)C3=COCCO3)o2)cc(OC)c1OC,-7%,-1%,3,1%,-74%,-1%,9,-2%,-4%
CC(Sc1nnnn1-c1ccc(O)cc1)C(=O)NC1CCCCC1C (configuration not stated),7%,3%,-2,-8%,u,-4%,0,0%,10%
Cc1cc(Cl)ccc1Nc1ncccc1C(N)=O,-10%,u,6,u,-19%,0%,-24,-2%,2%
COc1c(C)cc(C(=O)C2CCCN(C(=O)c3cc(C)n(C)n3)C2)cc1C (configuration not stated),6%,-9%,3,-16%,-21%,-4%,26,1%,-11%
CCCNC(=O)c1ccc2c(=O)c(O)c(C)[nH]c2c1,13%,-4%,33*,13%,0%,11%,15,0%,5%
CCN(CC(=O)Nc1c(F)cccc1F)C(=O)c1ccc(Cl)c(S(=O)(=O)N2CCCC2)c1,-5%,u,-1,5%,4%,3%,3,7%,0%
CCOc1ccc(NC(=O)N2CCC(c3ccc(C)cc3)C2)cc1 (configuration not stated),6%,-8%,8&13,-2%,21µM*,6%,-1,9%,-8%&2%
COc1ccc(C2C(C#N)=C(N)OC(C(C)(C)C)=C2C#N)cc1OC (configuration not stated),9%,1%,-4,13%,22%,1%,7,-8%,3%
COc1ccc(NS(=O)(=O)c2cc(OC)ccc2OC)cc1,-3%,-6%,-8,-3%,-14%,7%,21,1%,-7%
COc1ccc(-n2c(=S)[nH]c3cc(C(=O)NCCCN4CCOCC4)ccc3c2=O)cc1OC,18%,-9%,-12,23%,6%,13%,14,-2%,8%
O=S(=O)(NC1CCCCC1NCc1ccco1)c1ccccc1 (configuration not stated),15%,-3%,-2,u,-7%,0%,7,3%,-19%
Cc1ccc(NC(=O)CCC(=O)NNC(=O)c2ccco2)cc1C,4%,6%,2,0%,10%,-7%,5,-5%,4%
CCOc1ccc(N2CC(C(=O)Nc3ccc(OC)c(S(=O)(=O)N4CCCCC4)c3)CC2=O)cc1 (configuration not stated),-27%,0%,-5,-23%,u,-10%,-1,1%,-2%
CCCCN(C)C(=O)c1cc2cc3ccc(OC)cc3nc2o1,-4%,4%,0,u,-25%,u,u,1%,-12%
CCCCn1c(SCC(=O)Nc2nnc(C)s2)nnc1-c1ccncc1,9%,-48%[inhibitor],4,0%,10%,7%,7,-4%,-10%
COC(=O)CC1=C(C(=O)OC)[C@@H](c2ccccc2[N+](=O)[O-])C(C#N)=C(N)O1,2%,1%,2,-11%,15%,-12%,-2,16%,18%
COc1ccccc1NS(=O)(=O)c1cccc(C(=O)NCC(c2cccs2)N2CCOCC2)c1 (configuration not stated),-4%,-1%,3,7%,-10%,9%,-10,-3%,2%
Cc1nc(Nc2ccccc2)c2oc3ccc(Cl)cc3c2n1,-14%,11%,93*,u,-14%,u,-4,u,-17%
O[C@H]1COC2C1OC[C@@H]2O (some centres not stated),0%,1%,10,15%,20%,1%,0,3%,-6%
COc1ccc(-c2nnsc2N2C(=O)c3ccccc3C2=O)cc1,13%,-3%,3,17%,25%,13%,26,1%,0%
COc1ccc(CCNC(=O)C2CCN(S(=O)(=O)N3CCOCC3)CC2)cc1OC,1%,-1%,5,3%,4%,-3%[9.24 µM],-4,-3%,4%
COc1ccc2nc(C)cc(SCC(=O)N/N=C/c3cccc4ccccc34)c2c1,u,4.6µM*,24,6.3µM*,5.8µM*,11µM*,-56*,3.7µM*,-16%
Cc1cc(C(=O)CN2C(=O)NC(C)(c3cc(F)ccc3F)C2=O)c(C)n1C1CC1 (configuration not stated),-8%,u,5,-1%,0%,-3%,-23,-11%,-5%
Cc1ccc(C(CNS(=O)(=O)c2ccc(Cl)cc2)N2CCN(C)CC2)cc1 (configuration not stated),1%,-3%,-11,-1%,20%,-16%,u,0%,7%
CCOc1cc(NC(=S)NCc2ccco2)c(OCC)cc1NC(=O)C1CC1,2%,0%,-2,-3%,u,0%,-2,-2%,-17%

# Whole records as entered above. Order of values: KB-3-1 tox, SW480 rereplic, D3 ag, HT1080 IDH1KD tx, KB-V1 cytotox, HT1080NT lethal, IL-1B inflam inh, MCF10A rereplic, HEK293 tox
# O=S(=O)(NC1CCCCC1NCc1ccco1)c1ccccc1 (configuration not stated) is listed with 15%, -3%, -2, u, -7%, 0%, 7, 3%, -19%
# COc1ccc(C2C(C#N)=C(N)OC(C(C)(C)C)=C2C#N)cc1OC (configuration not stated) is listed with 9%, 1%, -4, 13%, 22%, 1%, 7, -8%, 3%
# CCCCN(C)C(=O)c1cc2cc3ccc(OC)cc3nc2o1 is listed with -4%, 4%, 0, u, -25%, u, u, 1%, -12%

# New compounds follow
SMILES,KB-3-1 tox,SW480 rereplic,D3 ag,HT1080 IDH1KD tx,KB-V1 cytotox,HT1080NT lethal,IL-1B inflam inh,MCF10A rereplic,HEK293 tox
Cc1nn(C)c2ncc(C(N)=O)c(Oc3ccc(Cl)cc3)c12,-9%,-7%,-17,2%,-5%,-3%,-2,-4%,-7%
O=C(N=Nc1c(O)[nH]c2ccc([N+](=O)[O-])cc12)c1ccccc1Cl,23%,-11%,-9,1%,-6%,1%,7,15%,1%
COc1ccc(C)cc1NC(=O)CSc1nnc(CC(=O)Nc2cccc(C(F)(F)F)c2)n1C,-10%,1%,18,-4%,-4%,-4%[9.24 µM],-14,-5%,-19%
CC1CCCC(NC(=O)Cn2cc(Br)ccc2=O)C1C (configuration not stated),4%,-2%,0,11%,u,5%,4,0%,-28%
COc1ccc(C(C(=O)NC2CCCCC2)N(C(=O)c2ccccn2)c2cccnc2)cc1 (configuration not stated),14%,u,4,5%,-2%,17%,0,-3%,7%
Cc1nn(C)c(C(=O)N/N=C/c2ccc(Br)cc2)c1Cl,0%,-5%,-4,14%,4%,16%,-1,11%,-3%
